High-throughput results as filed in PubChem.
Growth percent in the NCI-60 one-dose screen (48 h, 10 µM unless noted): 100 = growth as untreated, 0 = no growth, -100 = all killed.
UACC-62 – UACC-62 melanoma; 81,000 tested, 5.4% active
T-47D – T-47D breast cancer; 79,000 tested, 5% active; AID 1794792
UACC-257 – UACC-257 melanoma; 78,000 tested, 4.4% active
BT-549 – BT-549 breast cancer; 78,000 tested, 4.4% active
SK-MEL-28 – SK-MEL-28 melanoma; 81,000 tested, 4.1% active
HS 578T – HS 578T breast cancer; 78,000 tested, 4.1% active; AID 1794788
MALME-3M – MALME-3M melanoma; 78,000 tested, 5.8% active
SK-MEL-2 – SK-MEL-2 melanoma. 77,000 tested, 4.7% active
* hit, by the source's call; nt = not tested or not shown; & = joins results of further samples. How the source made its calls: active means growth percent below 10; inactive means the rest.

SMILES | UACC-62 | T-47D | UACC-257 | BT-549 | SK-MEL-28 | HS 578T | MALME-3M | SK-MEL-2
Cc1cc(NS(=O)(=O)c2ccc(NC(=O)COc3ccc(-c4cc5ccccc5[nH]4)cc3)cc2)no1 | 31 | -20* | 57 | 12 | 19 | 17 | 48 | 27
CCOC(=O)N1CCN(/C=c2\sc3ncnn3c2=O)CC1 | 98 | 93 | 91 | 100 | 110 | 97 | 102 | 103
CC(=O)Nc1ccc2c(c1)Cc1cc(NC(=O)/C=C\C(=O)O)ccc1-2 | 102 | 94 | 108 | 109 | 104 | 95 | 101 | 97
CSc1ncnc2ncn(C)c12 | 101 | 97 | 106 | 100 | 113 | 108 | 99 | 102
COc1ccc(-c2ccc(=O)n(-c3ccc(S(C)(=O)=O)cc3)n2)cc1OC | 96 | 99 | nt | 95 | 101 | 117 | 99 | 132
Fc1ccc(-c2cnc3nonc3n2)cc1Br | 75 | 70 | 75 | 92 | 109 | 93 | 107 | 98
CC/C(=C(\CC)c1ccc(OC)cc1)c1ccc(O)cc1 | 79 | 75 | 96 | 95 | 96 | 85 | 109 | 75
CO/N=C(/C)c1ccc(NC(=O)CSc2nnc(-c3ccncc3)n2-c2ccccc2)cc1 | 26 | 17 | 51 | 7.0* | 65 | -0.8* | 32 | 68
COc1ccc2[nH]c(O)c(N=NC(=O)COc3ccc(NC(=O)Nc4ccc(Cl)cc4)cc3)c2c1 | -30* | 84 | 52 | 76 | -72* | 23 | -14* | -8.2*
CC(=O)n1cc(CS)c(=O)[nH]c1=O | nt | 98 | 104 | 92 | 115 | 115 | nt | 99
COS(=O)(=O)CCN(CCOS(C)(=O)=O)S(C)(=O)=O | 102 | 98 | 83 | 98 | 99 | nt | 99 | 79
COc1c(N2CC3CCCNC3C2)c(F)cc2c(=O)c(C(=O)N/N=C/c3c[nH]c4ccccc34)cn(C3CC3)c12 (centres undefined) | 103 | 116 | 121 | 100 | 104 | 110 | 118 | 110
CCOc1ccc2c(c1)CN(Cc1ccc(Cl)cc1)CO2 | 62 | 52 | 71 | 112 | 42 | -7.7* | 30 | 50
Cc1ccc(Cl)cc1N | 97 | nt | 113 | 133 | 114 | 119 | 107 | 121
CCN(CC)c1ccnc(CNCCSC(c2ccccc2)(c2ccccc2)c2ccc(C)cc2)c1 | -96* | -68* | -90* | -92* | -98* | -49* | -93* | -92*
C=CCn1c(SCC(=O)Nc2ccc(Cl)cc2)nnc1-c1cc(-c2ccccc2)nc2ccccc12 | 80 | 76 | 96 | 117 | 100 | 93 | 94 | 108
CN1CCN(C(=O)OCc2nc3c(N4CCOCC4)nc(-c4ccccc4)nc3n2C)CC1 | -96* | -41* | -50* | -71* | -96* | -22* | -94* | -60*
COc1cc2cc(/C=C3\SC(=Nc4ccc(S(N)(=O)=O)cc4)NC3=O)c(Cl)nc2c(OC)c1OC | 60 | 50 | 82 | 75 | 87 | 65 | 67 | 95
CCCCCC/C=N/Nc1ccc([N+](=O)[O-])cc1[N+](=O)[O-] | 78 | 81 | 100 | 101 | 108 | 99 | 110 | 107
Cc1ccc2oc(=O)cc(CSc3nc4ccc([N+](=O)[O-])cc4[nH]3)c2c1 | 90 | 98 | 100 | 106 | 104 | 103 | 99 | 104

Limited to SK-MEL-2, for some of the entries so far:
molecule | SK-MEL-2
CSc1ncnc2ncn(C)c12 | 102
CCOC(=O)N1CCN(/C=c2\sc3ncnn3c2=O)CC1 | 103
CCN(CC)c1ccnc(CNCCSC(c2ccccc2)(c2ccccc2)c2ccc(C)cc2)c1 | -92*

Following part:
SMILES | UACC-62 | T-47D | UACC-257 | BT-549 | SK-MEL-28 | HS 578T | MALME-3M | SK-MEL-2
ON=C1CCCCC1 | 99 | 98 | 98 | 104 | 97 | 102 | 103 | 109
N#Cc1c(-c2ccc(F)cc2)cc(-c2ccc(Br)s2)[nH]c1=O | 87 | nt | 103 | 111 | 114 | 101 | 92 | 104
CCOC(=O)c1c(O)cc(-c2ccc(Br)cc2)cc1-c1sc(N(C)Cc2ccccc2)nc1Cl | 88 | 92 | 87 | 101 | 96 | 89 | 89 | 101
CCCCNC(=O)NS(=O)(=O)c1ccc(N2N=C(c3ccc(C)cc3C)CC2c2ccc(OC)cc2)cc1 (centres undefined) | 60 | 75 | 73 | 50 | 45 | 87 | 108 | 81
COc1cc(/C=C/C(=O)c2cc(-c3ccc(F)cc3)ccc2O)cc(OC)c1OC | 59 | 42 | 68 | 88 | 100 | 86 | nt | 75
O=C(O)c1cccnc1C(=O)O | 91&109 | 123&97 | 91&93 | 85&99 | 107&107 | 100&106 | 109&109 | 70
c1ccc2c3c([nH]c2c1)C1(CCCC1)c1c([nH]c2ccccc12)C31CCCC1 | 77 | 84 | nt | 91 | 107 | 93 | 78 | 110
Nc1ccc(C(F)(F)F)cc1[N+](=O)[O-] | 105&101 | 107&101 | 102&100 | 95&109 | 115&115 | 104 | 116&97 | 125&104
CC1C=CCC2C(=O)OC(=O)C12 (centres undefined) | 95 | 99 | 105 | 92 | 98 | 88 | 100 | 113
CCOC(=O)C1=C(C)NC(C)=C(C(=O)OC)C1c1cccc([N+](=O)[O-])c1 (centres undefined) | 77 | 102 | 90 | 86 | nt | 90 | 87 | 123
CC(=O)c1sc2c(c1OC(=O)c1ccc(Cl)cc1Cl)c(=O)n(-c1ccccc1)c(=S)n2-c1ccccc1 | 29 | 61 | 49 | -24* | nt | -27* | -79* | -44*
COc1ccc(C(=O)/C=C/c2cc(OC)c(OC)c(OC)c2)cc1S(=O)(=O)Nc1cccnc1 | 98 | 92 | 89 | 82 | 105 | 93 | 82 | 100
Cc1cccc(Oc2ncccc2[N+](=O)[O-])c1C | 105 | 110 | 123 | nt | 109 | 103 | nt | 104
O=C1CCC(OCc2ccc(O)cc2)N1 (centres undefined) | 102 | 97 | 110 | 99 | 102 | 107 | 102 | 103
Fc1ccc(Nc2nnc(-c3ccc(Cl)cc3)o2)cc1 | nt | 66 | 89 | 99 | 106 | 107 | 96 | 106
O=C(Oc1ccccc1[N+](=O)[O-])C1CCCN1C(=O)OCc1ccccc1 (centres undefined) | 109 | 110 | 94 | 90 | 102 | 112 | 112 | nt
COc1ccc(/C(O)=C2\C(=O)C(=O)N(Cc3cccnc3)C2c2ccncc2)cc1C (centres undefined) | 89 | 105 | 107 | 128 | 121 | 111 | 109 | 102
Nc1ncnc2c1ncn2Cc1nnc(CCC(=O)c2nc3ccccc3[nH]2)o1 | 105 | 109 | 109 | 117 | 113 | 109 | 94 | nt
CCCCc1ccc(N2CCC(=O)NC2=S)cc1 | 95 | 106 | 100 | 112 | 110 | 106 | 112 | 122
COc1ccc(-n2ncc3c2CCc2cc(S(=O)(=O)c4ccccc4)c(OCc4ccccc4)nc2-3)cc1 | 71 | 98 | 92 | 88 | 96 | 95 | 102 | 89
Cc1ccc(NC(=S)/N=C/c2c(O)[nH]c(=O)[nH]c2=O)c(C)c1 | 104 | 85 | 101 | 91 | 107 | 110 | nt | 101
Cn1cc(-c2[nH]c3cc(NC(=O)[C@H](N)C4CCCCC4)cc4c3c2C=NNC4=O)cn1 | 26 | -9.8* | 21 | -74* | -70* | nt | -56* | nt
NC(=O)Cc1ccc(O)cc1 | 101 | 110 | 92 | 108 | 98 | 103 | 103 | 105
COC(=O)c1nc(N)nc(C(=O)OC)c1C(=O)Cc1ccccc1 | 72 | 65 | 92 | 59 | 87 | 89 | 55 | 88
C1CCN(c2nc(=[N+]3CCCCC3)ss2)CC1 | 111 | 94 | 96 | 122 | 113 | 106 | 79 | 100
BrC1(c2ccccc2)c2ccccc2-c2ccccc21 | 104 | 116 | 99 | 92 | 103 | 109 | 117 | 113
C=CCOc1c(Cl)cc(Cl)cc1Cl | 101 | 99 | 93 | 104 | nt | 115 | 105 | 108
Cc1ccc(CN(CC(=O)O)N=O)cc1 | 100 | 102 | 106 | 110 | 111 | 98 | 97 | 107
O=C(c1ccccc1)c1c2ccccc2cc2ccccc12 | 86 | 82 | 93 | 107 | 107 | 92 | 96 | 93
COc1cc(-c2nc(SCC(C)C)nc(Nc3ccccc3)c2C#N)cc(OC)c1OC | 76 | 69 | 97 | 107 | 102 | 103 | 90 | 89
COC(=O)C[C@@H]1CC=CC(=O)/C1=C(O)/C=C/c1ccccc1 | -67* | -6.1* | -39* | -36* | -36* | 12 | -60* | -22*
COc1ccc(-c2nn(-c3cccc(Cl)c3)cc2-c2c(C#N)c3n(c(=O)c2C#N)NC(c2ccccc2)N3)cc1 (centres undefined) | 68 | 58 | 98 | 57 | 95 | 72 | 66 | 71
COc1ccc(C2SCC(=O)N2NC(=O)c2ccc(NC(=O)c3ccccn3)cc2)cc1OC (centres undefined) | 92 | 98 | 92 | 102 | 104 | 102 | 105 | 95
Cc1cc(NS(=O)(=O)c2ccccc2)ccc1NS(=O)(=O)c1ccccc1 | 81 | 107 | 113 | nt | 111 | 104 | nt | 97
Nc1nc(SCC2(CCl)COC2)c2ncn(CC3(CCl)COC3)c2n1 | 101 | 103 | 90 | 88 | 108 | 93 | 98 | 103
C=C(C)C1CCC2(C(=O)O)CCC3(C)C(CCC4C5(C)CCC(O)C(C)(C)C5CCC43C)C12 (centres undefined) | 51 | -1.0* | -17* | -58* | nt | nt | -17* | 25
CC(=O)Cc1nc2c(sc3nc(C)c(Br)c(C)c32)c(=O)[nH]1 | 99 | 90 | nt | 99 | 124 | 102 | 113 | 98
O=C(CSc1ccc([N+](=O)[O-])cc1)c1ccccc1 | 86 | nt | 114 | 95 | 111 | 128 | 103 | 101
CN=C(N)NCCC[C@H](N)C(=O)O | 93 | 101 | 88 | 131 | 107 | 99 | 98 | 106
CCCCCCNC(=O)Oc1ccc(/C(=C(\C)c2ccc(Cl)cc2)c2ccc(OCCCN(C)C)cc2)cc1 | 97 | 61 | 60 | 91 | 97 | 75 | 69 | 92
Cc1cc(C)c(/C=N/Nc2nc3c([nH]2)c(=O)n(C)c(=O)n3C)c(C)c1 | 98&91 | 97&86 | 112&102 | 92&84 | 106&109 | 117&122 | 109&95 | 111&100
C[C@]12CC[C@@H]3c4ccc(O)cc4CC[C@H]3[C@@H]1CC[C@@H]2NS(=O)(=O)c1ccc(-c2ccccc2)cc1 | 79 | 35 | 80 | 72 | 81 | 83 | 63 | nt
CC1(C)N=C(N)N=C(N)N1c1cccc(CC(=O)Nc2ccccc2)c1 | 57 | 95 | 69 | 64 | 89 | 101 | 67 | 68

Not a retest: 19 of the compounds above.
SMILES | UACC-62 | T-47D | UACC-257 | BT-549 | SK-MEL-28 | HS 578T | MALME-3M | SK-MEL-2
Cc1ccc(NC(=S)/N=C/c2c(O)[nH]c(=O)[nH]c2=O)c(C)c1 | 104 | 85 | 101 | 91 | 107 | 110 | nt | 101
Cn1cc(-c2[nH]c3cc(NC(=O)[C@H](N)C4CCCCC4)cc4c3c2C=NNC4=O)cn1 | 26 | -9.8* | 21 | -74* | -70* | nt | -56* | nt
NC(=O)Cc1ccc(O)cc1 | 101 | 110 | 92 | 108 | 98 | 103 | 103 | 105
COC(=O)c1nc(N)nc(C(=O)OC)c1C(=O)Cc1ccccc1 | 72 | 65 | 92 | 59 | 87 | 89 | 55 | 88
C1CCN(c2nc(=[N+]3CCCCC3)ss2)CC1 | 111 | 94 | 96 | 122 | 113 | 106 | 79 | 100
BrC1(c2ccccc2)c2ccccc2-c2ccccc21 | 104 | 116 | 99 | 92 | 103 | 109 | 117 | 113
C=CCOc1c(Cl)cc(Cl)cc1Cl | 101 | 99 | 93 | 104 | nt | 115 | 105 | 108
Cc1ccc(CN(CC(=O)O)N=O)cc1 | 100 | 102 | 106 | 110 | 111 | 98 | 97 | 107
O=C(c1ccccc1)c1c2ccccc2cc2ccccc12 | 86 | 82 | 93 | 107 | 107 | 92 | 96 | 93
COc1cc(-c2nc(SCC(C)C)nc(Nc3ccccc3)c2C#N)cc(OC)c1OC | 76 | 69 | 97 | 107 | 102 | 103 | 90 | 89
COC(=O)C[C@@H]1CC=CC(=O)/C1=C(O)/C=C/c1ccccc1 | -67* | -6.1* | -39* | -36* | -36* | 12 | -60* | -22*
COc1ccc(-c2nn(-c3cccc(Cl)c3)cc2-c2c(C#N)c3n(c(=O)c2C#N)NC(c2ccccc2)N3)cc1 (centres undefined) | 68 | 58 | 98 | 57 | 95 | 72 | 66 | 71
COc1ccc(C2SCC(=O)N2NC(=O)c2ccc(NC(=O)c3ccccn3)cc2)cc1OC (centres undefined) | 92 | 98 | 92 | 102 | 104 | 102 | 105 | 95
Cc1cc(NS(=O)(=O)c2ccccc2)ccc1NS(=O)(=O)c1ccccc1 | 81 | 107 | 113 | nt | 111 | 104 | nt | 97
Nc1nc(SCC2(CCl)COC2)c2ncn(CC3(CCl)COC3)c2n1 | 101 | 103 | 90 | 88 | 108 | 93 | 98 | 103
C=C(C)C1CCC2(C(=O)O)CCC3(C)C(CCC4C5(C)CCC(O)C(C)(C)C5CCC43C)C12 (centres undefined) | 51 | -1.0* | -17* | -58* | nt | nt | -17* | 25
CC(=O)Cc1nc2c(sc3nc(C)c(Br)c(C)c32)c(=O)[nH]1 | 99 | 90 | nt | 99 | 124 | 102 | 113 | 98
O=C(CSc1ccc([N+](=O)[O-])cc1)c1ccccc1 | 86 | nt | 114 | 95 | 111 | 128 | 103 | 101
CN=C(N)NCCC[C@H](N)C(=O)O | 93 | 101 | 88 | 131 | 107 | 99 | 98 | 106
